Compound activity deposited in PubChem by several laboratories.
m5-HT2A agonist – agonists of mouse serotonin 5-HT2A receptor (HTR2A) | P35363 | activation, % at 7.6 µM | 360,000 compounds, 0.66% hits | CHO-K1 mHTR2A beta-arrestin complementation, luminescence; percent of 30 µM serotonin response;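 active = activation above a run cutoff, the mean activation of all tested compounds plus 3 SD, cut at about 14% in these data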;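 note: 0% = plate median of compound wells and 100% = 30 µM serotonin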
Vif imaging – HIV Vif inhibition; 340,000 compounds, 0.35% hits; HEK293T cells, Vif self-association by quenched fluorescence, imaging, 24 h; inhibition, % at 7.49 µM; in the data active = inhibition above about 50%, passing the limit was not always enough; inconclusive = no clear call, values can overlap the other calls; inactive = below about 31%; note: some results filed as inactive read as strong as hits
aDG glyco act – increases alpha dystroglycan glycosylation; activation, % at 10 µM; Pro5-aDG cells, alpha-DG glycosylation AlphaScreen (IIH6); 0% Pro5, 100% B10-LARGE cell signal; 360,000 compounds, 0.22% hits;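 active = activation of at least 8% versus controls, or a plate z-score of at least 8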;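 note: Pro5 are CHO cells carrying HIG-tagged alpha-DG that lacks glycosylation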
PDI turbidity – blocks human protein disulfide isomerase activity. inhibition, % at 10 µM. AID 588391. P07237. 350,000 compounds, 0.052% hits. PDI insulin aggregation turbidity, A650, 90 min;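 active = mean inhibition across replicates of 30% or more, whatever share of single replicates reach that level; inconclusive = mean inhibition below 30% while every single replicate reaches 30%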;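 note: absorbance from insulin aggregation driven by PDI reduction with DTT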
Target sequence (P07237 whole entry, looked up): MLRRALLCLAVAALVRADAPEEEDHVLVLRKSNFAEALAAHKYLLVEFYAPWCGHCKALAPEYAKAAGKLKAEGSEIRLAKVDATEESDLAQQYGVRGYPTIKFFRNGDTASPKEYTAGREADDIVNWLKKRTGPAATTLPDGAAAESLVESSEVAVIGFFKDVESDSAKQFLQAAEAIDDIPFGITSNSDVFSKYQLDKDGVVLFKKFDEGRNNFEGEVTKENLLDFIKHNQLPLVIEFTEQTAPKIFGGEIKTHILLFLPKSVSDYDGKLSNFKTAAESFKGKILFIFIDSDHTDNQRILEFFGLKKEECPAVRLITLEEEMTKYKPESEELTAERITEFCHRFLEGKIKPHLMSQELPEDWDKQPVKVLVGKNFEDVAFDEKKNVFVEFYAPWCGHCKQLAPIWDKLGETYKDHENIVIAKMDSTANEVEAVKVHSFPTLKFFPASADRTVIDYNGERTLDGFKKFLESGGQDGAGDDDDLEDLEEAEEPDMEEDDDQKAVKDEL
CaV13 FRET inh – Primary screen for inhibitors of IQ motif and Ca2+-dependent inactivation inhibitor domain binding in CACNA1D, Förster resonance energy transfer in living cells, … | HEK cells, CFP/YFP FRET ICDI-IQ, plate reader, 10 min; percent FRET-ratio fall versus neutral wells | inhibition, % at 12.3 µM | 340,000 compounds, 0.098% hits | AID 743397;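 active = mean replicate inhibition of at least 30% and at least 1% of replicates passing that level; inconclusive = only one of the two criteria is met; inactive = neither criterion is met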;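 note: 0% = median of the neutral control wells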
MC4R barr agon – human MC4R agonism via beta-arrestin; U2OS MC4R beta-arrestin complementation, luminescence; percent of melanotan II response, DMSO zero; activation, % at 8.9 µM; 360,000 compounds, 0.98% hits;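 active = activation above a per-plate cutoff, the mean activation of sample wells on that plate plus 3 SD, cut at about 8% in these data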
Target sequence (P32245 whole entry, looked up): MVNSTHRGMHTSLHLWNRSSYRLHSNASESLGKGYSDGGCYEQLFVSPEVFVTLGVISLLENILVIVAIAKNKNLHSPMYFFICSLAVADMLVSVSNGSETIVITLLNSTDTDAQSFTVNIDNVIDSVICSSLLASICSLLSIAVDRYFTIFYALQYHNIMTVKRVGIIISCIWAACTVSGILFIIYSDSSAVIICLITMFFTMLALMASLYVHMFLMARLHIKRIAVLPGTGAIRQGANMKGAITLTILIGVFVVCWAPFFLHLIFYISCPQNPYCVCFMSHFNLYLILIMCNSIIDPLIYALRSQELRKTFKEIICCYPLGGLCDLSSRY
H9c2 protect – modulators protecting cardiomyocytes from myocardial damage; 360,000 compounds, 0.63% hits; protection from H2O2 cell death, % at 20 µM; H9c2 cardiomyocytes, H2O2 injury protection, ATPLite, 2 h;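 active = compounds giving at least 50% protection of heart cells from peroxide-induced death in the single-dose screen, raw or plate-pattern-corrected value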;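 note: 0% = DMSO wells with peroxide and 100% = DMSO wells without peroxide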
Glyco luc inh – blocks N-linked glycosylation in D54 reporter cells. reporter increase, % at 12.5 µM. 360,000 compounds, 0.23% hits. D54 ERlucT glycosylation luciferase reporter, 24 h; percent of 100 nM tunicamycin response;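 active = mean luciferase reporter signal, scaled so untreated is 0 and the glycosylation-blocking control 100, at or above a set limit in every replicate; inconclusive = mean reaches the limit but not every replicate does; inactive = mean below the limit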;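 note: luciferase carries N-glycosylation sites so blocking glycosylation raises the light; 0% = median of neutral control wells and 100% = median of 100 nM tunicamycin wells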
ABCB6 inh MLPCN – inhibitors of human ABC transporter ABCB6 | Q9NP58 | K562-ABCB6 porphyrin accumulation, flow cytometry, 1 h; active compounds read low | fluorescence ratio to DMSO, % at 10 µM | 360,000 compounds, 0.19% hits;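 active = fluorescence ratio to DMSO below 75%, the collection mean minus 3 SD; inconclusive = too few cells collected in the well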;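 note: signal is porphyrin accumulated inside mitochondria; 100% equals median channel fluorescence of DMSO control wells; lower ratio means ABCB6 inhibition with less porphyrin fluorescence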
MC4R antag cAMP – blocks human MC4R cAMP signaling; 360,000 compounds, 0.48% hits; MC4R-expressing cells, MTII-stimulated cAMP, LANCE TR-FRET; inhibition, % at 6.5 µM; AID 540295;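 active = inhibition above its plate's cutoff, the mean of tested wells on that plate plus 3 SD, cut at about 29% in these data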;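 note: 0% = Melanotan II alone and 100% = Melanotan II plus saturating MCL0020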
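Assay system: human MC4R-expressing U2OS cells; reagent: Melanotan II stimulation of cells; dosing: 6.5 µM single dose; timing: compound 30 min, challenge 1 h, detection 1 h; signal: TR-FRET cAMP assay; replicates: one well per compound, no replicates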
An asterisk follows results filed as active; ? = inconclusive; . = not tested or not shown; & = joins results of further samples. The order is random; overall some 3.6% were active at least once.

Value order: m5-HT2A agonist	Vif imaging	aDG glyco act	PDI turbidity	CaV13 FRET inh	MC4R barr agon	H9c2 protect	Glyco luc inh	ABCB6 inh MLPCN	MC4R antag cAMP
CC(=O)Nc1ccc(C(=O)N2CCOCC2c2cc(C(=O)NCc3ccccc3)no2)cc1 (centres undefined)
 : 1	-2	-0.2	-7	-5	-1.7	7	1	96	-3
COc1ccc(NC(=O)/C(Cl)=C(/Cl)S(=O)(=O)Cc2ccc(C)cc2)cn1
 : -7	-19	-0.7	13	.	-3.6	-39	-20	89	40*
CCOc1cccc(C(=O)N(Cc2ccc(F)cc2)C2CCS(=O)(=O)C2)c1 (centres undefined)
 : 6	-7	0.0	-7	-2	0.2	-7	1	100	6
CCCCC(=O)NCCNC(=O)c1cc(OCC(F)(F)F)ccc1OCC(F)(F)F
 : 3	.	0.0	-8	.	-0.9	0	2	106	17
Cc1cc(NC(=O)Cn2nnc3sc4c(c3c2=O)CCC(C(C)(C)C)C4)no1 (centres undefined)
 : 1	-17	-0.2	-17	-9	-1.6	-9	-3	83	9
Nc1nc(-c2ccc([N+](=O)[O-])cc2)cs1
 : -3	-7	-0.3	-8	-9	-1.1	-2	2	100	-3
Cc1cccc(NC(=O)C2CCCN(S(=O)(=O)c3cccc4nonc34)C2)c1 (centres undefined)
 : -1	-1	-0.5	10	-20	0.8	4	0	98	-5
COc1cc(S(=O)(=O)n2nnc3ccccc32)c(OC)cc1Cl
 : 1	6	-0.1	-2	-5	-1.8	-5	0	98	2
O=C(CCN1C(=O)C2C3C=CC(C3)C2C1=O)Nc1ccc2c(c1)OCO2 (centres undefined)
 : 6	30	-0.3	-4	-5	1.3	-1	2	99	-1
O=C1CC(Sc2nnc(-c3ccccc3O)o2)C(=O)N1c1ccccc1 (centres undefined)
 : -1	1	-0.4	0	-8	1.5	-21	-1	99	18
Cc1ccc(C(=O)NCC(=O)OC(C)C(=O)NCCC2=CCCCC2)cc1C (centres undefined)
 : -1	-3	0.5	15	-4	1.4	10	1	93	-3
O=C1CCc2cc(S(=O)(=O)N3CCCC3C(=O)N3CCN(c4ccccc4)CC3)ccc2N1 (centres undefined)
 : -4	-8	-0.2	.	-10	-1.0	17	1	95	9
CCCn1nc(C(=O)OCC(=O)Nc2cccc(OC)c2)c2ccccc2c1=O
 : 3	1	0.3	1	-2	-0.9	10	3	101	6
CC1=NNC(=O)C1CCC(=O)N/N=C/c1ccc(Cl)cc1 (centres undefined)
 : 0	27	0.5	0	-5	-2.3	1	1	97	-2
CC12CCC(=O)N1C(C(=O)NCc1ccccc1F)CS2 (centres undefined)
 : 0	-4	-0.2	-8	-3	-4.7	3	1	99	-1
CCn1c(=S)sc2c(=O)n(CC(=O)Nc3ccc(C(C)=O)cc3)c(C)nc21
 : 7	-7	-0.3	-4	-4	1.1	0	-1	94	11
CSc1ccccc1NC(=O)CN(C)CC(=O)c1[nH]c(C)c(C(C)=O)c1C
 : 1	-3	0.6	-3	-6	-2.4	1	5	93	1
O=c1[nH]c2ccccc2nc1/C=C(\O)C1CC1
 : 2	-15	-0.1	-4	-5	-1.6	2	3	99	0
COCC(C)NC(=O)c1ccc(CN2CCc3ccccc3C2)cc1 (centres undefined)
 : -6	-11	0.0	10	-4	-1.4	9	-1	94	-2
COc1ccccc1C(=O)CSc1nnc(-c2ccco2)o1
 : -3	-1	0.2	-4	2	-1.2	12	3	95	1
C#CCn1c(S(=O)(=O)Cc2ccccc2Cl)nc(-c2ccccc2)c1-c1ccccc1
 : -3	2	0.4	-8	-4	-3.1	-1	0	98	3
COc1cccc(OCC(O)CN2CCN(c3ccccc3)CC2)c1 (centres undefined)
 : -1&-1	-9&-1	0.0&-0.1	-10&-6	-5&-4	-1.2&-1.0	4&-4	4&0	98&98	6&-6
Cc1ccc(NC(=O)CSc2nc3c(cc2C#N)C(=O)CCC3)cc1S(=O)(=O)N(C)C
 : 0	-1	0.5	-27	-4	-1.8	1	-1	97	9
CC(C)C(=O)Nc1ccc(Cl)cc1-c1nc2ccccc2[nH]c1=O
 : -2	-2	0.1	-16	-5	-1.9	3	0	105	4
CC(C(=O)Nc1ccc(S(=O)(=O)N2CCCC2)cc1)N1CCc2ccccc2C1 (centres undefined)
 : -8	-1	0.0	-1	-17	-2.8	-2	-3	91	2
CCN(CC)CCNC(=O)c1ccc(Sc2ccc(Cl)cc2)c(NC(C)=O)c1
 : -3	-3	0.5	-1	-5	-2.8	4	-2	96	-2
CCn1c(CN2CCN(Cc3ccc(C)cc3)C(CCO)C2)nc2ccccc21 (centres undefined)
 : -1	-5	0.1	7	-2	-0.6	-7	4	87	12
COc1ccccc1OCCC(=O)NCc1ccc2c(c1)OCO2
 : -2	-3	0.0	4	-8	-3.0	-2	1	98	3
COC(=O)c1ccccc1NC(=O)CSc1ncn[nH]1
 : -2	8	0.5	3	-5	-0.4	2	0	92	-1
CC(=O)N(C(C)=O)n1c(/C=C/c2ccc([N+](=O)[O-])cc2)nc2ccccc2c1=O
 : -2	0	-0.1	6	-12	-0.9	30	2	98	-8

10 entries from above, as a markdown table.
| compound | m5-HT2A agonist | Vif imaging | aDG glyco act | PDI turbidity | CaV13 FRET inh | MC4R barr agon | H9c2 protect | Glyco luc inh | ABCB6 inh MLPCN | MC4R antag cAMP |
| --- | --- | --- | --- | --- | --- | --- | --- | --- | --- | --- |
| CC(=O)Nc1ccc(C(=O)N2CCOCC2c2cc(C(=O)NCc3ccccc3)no2)cc1 (centres undefined) | 1 | -2 | -0.2 | -7 | -5 | -1.7 | 7 | 1 | 96 | -3 |
| COc1ccc(NC(=O)/C(Cl)=C(/Cl)S(=O)(=O)Cc2ccc(C)cc2)cn1 | -7 | -19 | -0.7 | 13 | . | -3.6 | -39 | -20 | 89 | 40* |
| CCOc1cccc(C(=O)N(Cc2ccc(F)cc2)C2CCS(=O)(=O)C2)c1 (centres undefined) | 6 | -7 | 0.0 | -7 | -2 | 0.2 | -7 | 1 | 100 | 6 |
| CCCCC(=O)NCCNC(=O)c1cc(OCC(F)(F)F)ccc1OCC(F)(F)F | 3 | . | 0.0 | -8 | . | -0.9 | 0 | 2 | 106 | 17 |
| Cc1cc(NC(=O)Cn2nnc3sc4c(c3c2=O)CCC(C(C)(C)C)C4)no1 (centres undefined) | 1 | -17 | -0.2 | -17 | -9 | -1.6 | -9 | -3 | 83 | 9 |
| Nc1nc(-c2ccc([N+](=O)[O-])cc2)cs1 | -3 | -7 | -0.3 | -8 | -9 | -1.1 | -2 | 2 | 100 | -3 |
| Cc1cccc(NC(=O)C2CCCN(S(=O)(=O)c3cccc4nonc34)C2)c1 (centres undefined) | -1 | -1 | -0.5 | 10 | -20 | 0.8 | 4 | 0 | 98 | -5 |
| COc1cc(S(=O)(=O)n2nnc3ccccc32)c(OC)cc1Cl | 1 | 6 | -0.1 | -2 | -5 | -1.8 | -5 | 0 | 98 | 2 |
| O=C(CCN1C(=O)C2C3C=CC(C3)C2C1=O)Nc1ccc2c(c1)OCO2 (centres undefined) | 6 | 30 | -0.3 | -4 | -5 | 1.3 | -1 | 2 | 99 | -1 |
| O=C1CC(Sc2nnc(-c3ccccc3O)o2)C(=O)N1c1ccccc1 (centres undefined) | -1 | 1 | -0.4 | 0 | -8 | 1.5 | -21 | -1 | 99 | 18 |

(more compounds)
Value order: m5-HT2A agonist	Vif imaging	aDG glyco act	PDI turbidity	CaV13 FRET inh	MC4R barr agon	H9c2 protect	Glyco luc inh	ABCB6 inh MLPCN	MC4R antag cAMP
Cn1c(SCC(=O)Nc2ccc3cn[nH]c3c2)nnc1-c1cccs1
 : 4	?	-0.2	6	.	-1.1	10	3	106	3
COC(=O)c1ccc2nc(-c3ccc(C#N)cc3)c(Cc3cccc(Cl)c3)n2c1
 : -1	.	1.0	.	-5	.	.	.	130	.
CCCOc1cccc(C2C(C(=O)c3ccc(C)o3)=C(O)C(=O)N2CCN2CCOCC2)c1 (centres undefined)
 : 2	7	-0.3	3	-6	0.8	0	0	98	13
CCCN(C(=O)c1cccc(-n2cccc2)c1)c1c(N)n(Cc2ccccc2)c(=O)[nH]c1=O
 : -6	-2	-0.1	2	-6	-1.1	-1	0	101	20
COc1ccccc1C(=O)NC(=O)COC(=O)Cc1ccc(F)cc1
 : 7	8	0.1	1	-7	1.2	39	1	100	-5
CCN1CCc2c(C#N)c(N3CCCCC3)nc(N3CCOCC3)c2C1
 : -3	24	-0.1	-10	-1	-1.2	7	3	95	1
CC(C1CC1)N(Cc1ccccc1)C(=O)NC(=O)c1ccc(F)cc1 (centres undefined)
 : 6	-1	1.0	0	-1	1.4	1	-2	99	8
OCC(O)[C@@H](O[C@H]1O[C@H](CO)[C@@H](O)[C@H](O)[C@H]1O)[C@H](O)[C@@H](O)CO (some centres undefined)
 : -3	5	-0.2	3	-4	-1.0	8	2	109	12
Fc1cccc(Cn2cc(C(=S)N3CCCCC3)c3ccccc32)c1
 : -1	.	0.4	-5	-4	0.4	0	3	97	4
O=C(O)c1ccccc1-c1ccccc1C(=O)NCc1cccc(C(F)(F)F)c1
 : 0	1	-0.1	1	-10	-0.6	2	2	91	-3
COc1ccc(/C=N/NC(=O)c2ccn[nH]2)cc1COc1ccc(F)cc1
 : -2	.	-0.1	-15	-5	1.4	3	-4	92	-12
Cc1ccc(NC(=O)CN2CCC(Cc3ccccc3)CC2)cc1S(=O)(=O)N(C)C
 : -8	1	2.2	-3	-4	-2.8	-9	-3	487	13
CCN(CC)C(=O)Cn1cc(C(=O)C(=O)N2CCc3ccccc32)c2ccccc21
 : 0	-6	0.0	3	5	0.1	-7	-1	102	7
